Compound activity from PubChem.
PTAP TSG101 blk – blocks PTAP/TSG101 interaction to inhibit HIV-1 budding. Potency, µM (titrated, usually from 115 µM), inactives show at the highest dose activity change, negative = inhibition, hits mostly inhibitors. Fluorescence polarization, FITC-PTAP peptide / Tsg101 binding. 340,000 tested, under 10 active; active = well fitted inhibition curve with a large enough effect in the main read-out, with a control signal flat, not every such curve was filed as active; inconclusive = small, poorly fitted or top-dose-only effect, or effect the other way, or a change in a side signal; inactive = no such curve, though single readings can be large or run the other way; also: potency is read from the fitted curve at half-maximal effect; % of control where 0% means no effect
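Compounds were pin-transferred onto Tsg101 binding domain (10 uM final) in HEPES pH 7.5 buffer, then FITC-PTAP peptide was added at 50 nM final. After 20 min at RT, polarization reported peptide displacement across a qHTS concentration series.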
Integrin act MD – activators of alpha7 integrin expression for muscular dystrophy; AID 624291; hit rate 0.064% among 350,000; alpha7betagal myoblasts, beta-gal FDG fluorescence, 48 h; Potency, µM (titrated, usually from 38.3 µM), inactives show at the top dose activation, usual class: activators;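 also: potency is read from the fitted curve at half-maximal effect; 100% = response of the positive control SU9516; nearly all actives have a fitted effect of over 60% in size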
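alpha7betagal+/- myoblasts (passage 13, 250/well) treated 48 h at 37C with compounds at 1:260 dilution of DMSO stock. Lysed, then beta-galactosidase activity read as FDG fluorescence (ex 480/em 540) after 30 min, with pre-read for autofluorescence.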
BCR signal inh – inhibitors of chronic active B-cell receptor signaling; ABC-DLBCL IkBa-CBG/CBR reporter, luminescence ratio, 4 h; Potency, µM (top dose mostly 46.1 µM), for the others: at the highest dose ratio change, negative = lower green/red ratio, usual class: inhibitors; hit rate 0.05% among 340,000; AID 493014; active = well fitted inhibition curve with a large enough effect in the signal ratio, with a control signal flat, not every such curve was filed as active; inconclusive = small, poorly fitted or top-dose-only effect, or effect the other way, or a change in a side signal; the % refers to the signal ratio;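 also: potency is read from the fitted curve at half-maximal effect; plate controls were basal doxycycline-induced cells for no effect and cells given 10 µM MG132 for full effect; MG132 reads +100%, hits lower the ratio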
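Cell line TMD8 (human ABC DLBCL), stably expressing tet-inducible CBG68-IkBa fusion and CBR; IMDM/0.5% FBS; cpd up to 46 uM; dox induction, 4 h, 37C/5% CO2; dual luminescence; green/red ratio; MG132 control.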
Menin-MLL TR inh – inhibitors of human menin-MLL interaction, mutant MLL peptide | O00255 | Menin + Texas Red MLL mutant peptide, fluorescence polarization | Potency, µM (highest dose often 61.6 µM), for the others: top-dose FP activity change, negative = inhibition, most hits filed as inhibitors | hit rate 0.23% among 270,000; active = well fitted inhibition curve with a large enough effect in the polarisation, with a control signal flat, not every such curve was filed as active; inconclusive = small, poorly fitted or top-dose-only effect, or effect the other way, or a change in a side signal; inactive = no such curve, though single readings can be large or run the other way; the % refers to the polarisation; also: potency is read from the fitted curve at half-maximal effect; % of control where 0% means no effect; many of its hits are not listed in these tables
PKM2 activator – activators of human pyruvate kinase M2; P14618; purified PKM2, Kinase-Glo ATP luminescence, activation; response scale: 0% is enzyme alone, no compound; Potency, µM (highest dose often 57.5 µM), without a hit: at the highest dose activation, most hits filed as activators; hit rate 0.34% among 260,000; also: potency is read from the fitted curve at half-maximal effect; % is scaled to controls: 0 for no effect and ±100 for the full control effect; nearly all actives have a fitted effect of over 55% in size
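ATP formation by purified human PK-M2, quantified via coupled luciferase luminescence after 1 h at room temperature with 0.1 mM ADP and 0.5 mM PEP final.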
FBPA coupling cs – inhibits coupling enzyme system, counter-screen for aldolase hits; coupling enzyme system counterscreen, AmpLite Red fluorescence; activity change, negative = inhibition, % at 58.2 µM, hits read low; hit rate 0.67% among 290,000; in the data active = activity change below about -30%; also: % is scaled to controls: 0 for no effect and ±100 for the full control effect
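First, compound is pin-transferred into glyceraldehyde-3-phosphate coupling-enzyme reagent at 57.5 uM final and held 10 min at RT. Next, substrate, coupling system and AmpLite Red are added. After 20 min RT, fluorescence (525/598 nm) is read.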
ASM inhibitor – blocks human secretory acid sphingomyelinase; P17405; placental ASM, HMU-PC fluorogenic substrate, 60 min; Potency, µM (top dose mostly 57.5 µM), without a hit: at the top dose activity change, negative = inhibition, hits mostly inhibitors; hit rate 0.006% among 340,000; AID 504937; also: potency is read from the fitted curve at half-maximal effect
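qHTS format. ASM enzyme prepared from human placenta hydrolyses the fluorogenic substrate HMU-PC0 (9 uM final) over 60 min at 37 °C after a 10 min compound preincubation.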
Giardia kill – kills Giardia lamblia. hit rate 0.15% among 340,000. activity change, % at 7.66 µM, hits read low. Giardia lamblia trophozoite viability; in the data active = activity change below about -80%; inconclusive = between about -30% and that limit;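 also: parasites exposed to compound for two days anaerobically before the ATP read; % is scaled to controls: 0 for no effect and ±100 for the full control effect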
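Giardia trophozoites, 100 cells per well, were exposed to compounds for 48 hrs at 37 deg C under anaerobic conditions; viability was then read as ATP content by bioluminescence after 15-30 min at room temperature.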
B2AR arrestin – recruits beta-arrestin to the human beta2-adrenergic receptor; hit rate 0.02% among 330,000; Potency, µM (series often up to 46.1 µM), for inactives: at the top dose activation, most hits filed as activators; beta-arrestin recruitment to beta2AR, cell-based reporter; P07550;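 also: potency is read from the fitted curve at half-maximal effect; 0% = DMSO controls and full agonism = EC100 isoproterenol or metaproterenol; nearly all actives have a fitted effect of over 65% in size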
Target sequence (P07550 whole entry, looked up): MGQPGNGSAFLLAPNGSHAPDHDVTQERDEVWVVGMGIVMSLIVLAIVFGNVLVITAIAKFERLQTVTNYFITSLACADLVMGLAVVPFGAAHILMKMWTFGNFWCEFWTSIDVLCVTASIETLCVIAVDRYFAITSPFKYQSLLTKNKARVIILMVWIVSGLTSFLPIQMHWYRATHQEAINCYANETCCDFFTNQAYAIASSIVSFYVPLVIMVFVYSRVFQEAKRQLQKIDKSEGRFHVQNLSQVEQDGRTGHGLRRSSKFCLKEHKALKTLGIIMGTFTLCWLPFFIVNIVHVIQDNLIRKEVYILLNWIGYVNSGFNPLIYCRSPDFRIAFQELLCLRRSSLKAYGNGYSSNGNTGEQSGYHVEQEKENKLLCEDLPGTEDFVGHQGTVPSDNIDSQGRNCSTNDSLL
GALK inhibitor – blocks human galactokinase activity; Purified GALK, Kinase-Glo residual ATP luminescence; Potency, µM (series often up to 57.5 µM), inactives show at the highest dose activity change, negative = inhibition, hits mostly inhibitors; AID 1868; P51570; hit rate 0.007% among 270,000; also: potency is read from the fitted curve at half-maximal effect; % is scaled to controls: 0 for no effect and ±100 for the full control effect
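Compounds were pin-transferred into ATP buffer (35 uM final), then GALK plus galactose (5 nM, 100 uM final) was added. After 1 h at room temperature, Kinase-Glo Plus was added and luminescence read after 10 min.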
Tb PFK block – inhibitors of T. brucei phosphofructokinase; T. brucei PFK, ADP-Glo luminescence; hit rate 0.17% among 330,000; Potency, µM (highest dose often 57.5 µM), for the others: at the top dose activity, negative = inhibition, usual class: inhibitors; O15648;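 also: potency is read from the fitted curve at half-maximal effect; 0% = uninhibited 1x PFK enzyme wells and -100% = no-enzyme wells; nearly all actives have a fitted effect of over 60% in size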
Target sequence (O15648 whole entry, looked up): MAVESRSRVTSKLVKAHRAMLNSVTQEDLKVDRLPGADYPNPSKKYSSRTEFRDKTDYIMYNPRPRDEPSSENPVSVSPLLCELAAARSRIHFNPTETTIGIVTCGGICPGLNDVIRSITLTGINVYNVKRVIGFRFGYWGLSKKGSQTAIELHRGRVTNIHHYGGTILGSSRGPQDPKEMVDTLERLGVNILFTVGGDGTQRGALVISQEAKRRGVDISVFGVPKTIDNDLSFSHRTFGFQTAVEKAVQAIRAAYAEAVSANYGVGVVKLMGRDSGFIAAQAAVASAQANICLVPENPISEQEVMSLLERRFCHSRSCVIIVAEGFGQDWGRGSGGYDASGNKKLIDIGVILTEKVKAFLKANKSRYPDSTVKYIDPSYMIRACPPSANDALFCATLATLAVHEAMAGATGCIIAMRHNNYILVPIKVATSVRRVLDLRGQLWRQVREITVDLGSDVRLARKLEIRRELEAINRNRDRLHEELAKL
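Activity is normalized to no-enzyme wells (full inhibition) and 1.25 nM enzyme wells (no inhibition). Reaction: 0.5 mM F6P, 0.1 mM ATP, 45 min RT, ADP-Glo luminescence; concentration-response curves fitted and classed by quality.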
An asterisk follows results filed as active; ? = inconclusive; · = no result given; [ ] = another dose, or the depositor's remark. Unless noted, calls follow the shape of the dose curve; as a rule, active = well fitted curve in the direction sought with a large enough effect; inconclusive = small, poorly fitted or top-dose-only effect, or another doubt; inactive = no such curve, though single readings can be large; an effect the other way counts as inactive or inconclusive. Only part of the results is shown; count on the stated rates, not on these rows.

SMILES	PTAP TSG101 blk	Integrin act MD	BCR signal inh	Menin-MLL TR inh	PKM2 activator	FBPA coupling cs	ASM inhibitor	Giardia kill	B2AR arrestin	GALK inhibitor	Tb PFK block
O=C(COC(=O)c1c2c(nc3ccccc13)CCCC2)c1ccc(Br)s1	2%	29%	?	0%	5%	0	-19%	-3	3.8%	-2%	1%
CCOc1cccc(/C(O)=C2/C(=O)C(=O)N(CCOC)C2c2ccc(C)o2)c1 (stereo not given)	-4%	-11%	11%	6%	7%	-7	-2%	27	0.3%	-2%	-3%
Cc1nnc(SCC(=O)N2CCCCC2)s1	-3%	12%[7.66 µM]	7%	0%	-9%	2	4%	-7	5.3%	-3%	2%
CN(C)/C=C/C(=O)c1ccc(Cl)s1	-5%	19%	4%	15%	-1%	-1	-3%	-10	-0.4%	2%	-1%
Cc1ccccc1-n1ncc2c1CC(C)(C)CC2NC(=O)CCN1Cc2ccccc2C1=O (stereo not given)	-4%	9%	5%	-21%	·	4	0%	17	0.0%	-3%	3%
CCCCNC(=O)N(O)C1N(CCCC)C(=O)N(CC(=O)OC)C1(C)C (stereo not given)	-1%	-8%	7%	7%	-3%	3	2%	6	-0.2%	0%	-6%
CCCCOc1ccc(-c2nnc(N)s2)cc1	1%	2%	?	4%	0%	-1	-4%	5	-0.5%	·	6%
CC(C)OCCCNC(=O)C(NC(=O)c1ccc(Cl)cc1)C(C)C (stereo not given)	-2%	3%	-9%	-10%	-3%	1	0%	-6	0.0%	1%	5%
COCCCN1C(=O)C(=O)/C(=C(/O)c2ccccc2)C1c1ccc2c(c1)OCO2 (stereo not given)	-2%	24%	?	-4%	1%	2	-1%	-10	-1.4%	-1%	5%
COc1ccccc1C(c1nnnn1Cc1ccccc1)N1CCC(C(N)=O)CC1 (stereo not given)	1%	13%	5%	-10%	-4%	1	-3%	1	-0.4%	-3%	0%
Cc1c(C(=O)NCCC2=CCCCC2)oc2ccc(S(=O)(=O)N3CCOCC3)cc12	-4%	-62%[inhibitor]	-17%	-8%	23%	-28	-13%	12	0.0%	-1%	3%
Cc1ccc(Nc2ccccc2N)cc1	-2%	-25%	4%	-9%	-4%	-4	-5%	-1	-0.3%	0%	1%
CN1/C(=c2/s/c(=C3/C(=O)N(c4ccccc4)NC3=Nc3ccccc3)n(C)c2=O)C(C)(C)c2ccccc21	-4%	-32%	?	?	-4%	-1	-26%	10	0.0%	1%	-3%
Cc1cc(-c2ccc(/C=N/n3cnnc3)o2)c([N+](=O)[O-])cc1C	-5%	5%	?	?	?	·	-3%	-4	-0.3%	-1%	8%
C=CCSC1=C(C#N)C(c2ccc(C(C)C)cc2)CC(=O)N1 (stereo not given)	-3%	-24%	19%	9%	-1%	-1	-2%	-11	0.0%	2%	-2%
CCOC(=O)C1CCCN(C(=O)c2cc(Cl)ccc2NC(=O)C2=C(C)OCCS2)C1 (stereo not given)	-4%	0%	13%	·	·	·	0%	-1	0.2%	6%	-3%
Cc1noc(NS(=O)(=O)c2ccc(NC(=O)C34CCC(CC3)C4)cc2)c1C	1%	12%	1%	9%	1%	7	4%	-2	-0.6%	0%	0%
COc1ccc(N2CCN(CC(=O)Nc3ccc(SC(F)F)cc3)CC2)cc1	1%	2%	-7%	-2%	10%	1	-3%	-1	0.1%	-2%	-1%
Cc1cc(C)n2nc(/C(C#N)=C/c3ccccc3)c(C#N)c2n1	-3%	-9%	1%	8%	-2%	1	21%	9	-0.2%	4%	-5%
COc1cccc2c1NC(C(=O)O)C1CC=CC21 (stereo not given)	-9%	30%	1%	-5%	5%	-13	·	5	-1.7%	·	?
Cc1cccc2cc(CN(Cc3cccnc3)C(=S)NCCCN(C)C)c(=O)[nH]c12	-6%	7%	-13%	6%	8%	3	5%	-15	0.1%	2%	2%
CCN(CC(=O)Nc1c(F)cccc1F)C(=O)CCOc1ccc(C)cc1	0%	-5%	12%	·	·	·	4%	5	-0.4%	·	-12%
O=S1(=O)CC(O)C(N2CCCCC2)C1 (stereo not given)	1%	8%	?	21%	-4%	4	5%	-3	-0.8%	-2%	-1%
COC(=O)c1cc(C(=O)OCC(=O)c2ccc3c(c2)NC(=O)CO3)cc([N+](=O)[O-])c1	-1%	-3%	2%	·	·	·	-3%	5	-0.3%	·	-3%
O=C(Nn1c(-c2ccncc2)nc2ccccc2c1=O)c1ccc(Br)cc1	0%	7%	-2%	-3%	-1%	3	-1%	-12	-0.3%	-1%	0%
SMILES	PTAP TSG101 blk	Integrin act MD	BCR signal inh	Menin-MLL TR inh	PKM2 activator	FBPA coupling cs	ASM inhibitor	Giardia kill	B2AR arrestin	GALK inhibitor	Tb PFK block
CC(OC(=O)Cn1[nH]c(=O)c2ccccc2c1=O)C(=O)Nc1ccc(Cl)cn1 (stereo not given)	-5%	15%	?	·	·	·	0%	-10	0.2%	·	3%
CC(C)Cc1nnc(NS(=O)(=O)c2ccc(Cl)cc2)s1	-5%	-26%	10%	-1%	5%	8	5%	-27	0.5%	0%	0%
COc1ccc(NC(=S)NNc2ccc(S(=O)(=O)Nc3ccccc3C(=O)O)cc2[N+](=O)[O-])cc1	-9%	-1%	-1%	·	-4%	8	-28%	-12	-0.7%	4%	?
CCC(=O)N1CCc2cc(Br)cc(S(=O)(=O)N3CCC(C(=O)NCCCOC(C)C)CC3)c21	-6%	0%	1%	-18%	-1%	3	0%	-3	-0.1%	7%	-1%
COC(=O)CSc1nnc(CNC(=O)c2ccc(S(=O)(=O)N3CCCCC3)cc2)n1C	4%	-12%	1%	-23%	-1%	4	5%	6	-0.1%	0%	-6%
Cc1cc2cc(C(c3nnnn3Cc3ccccc3)N3CCc4ccccc43)c(=O)[nH]c2cc1C (stereo not given)	-4%	6%	21%	-10%	9%	-45*	-8%	15	3.4%	0%	-10%
C=CCN1C(=O)/C(=C\c2ccc(C)cc2)N=C1SCC(=O)NCCC	0%	-22%	4%	10%	-3%	3	35%[activator]	16	-0.9%	-2%	0%
CCCC12CN3CC(C)(CN(C1)C3c1cccs1)C2=O (stereo not given)	-8%	-23%	9%	·	-3%	2	5%	-1	0.0%	0%	-1%
COc1ccc2c(c1OC)C(=O)N1c3ccccc3COC21 (stereo not given)	-1%	16%	7%	-22%	-9%	0	0%	-12	0.4%	-1%	-4%
CC(Cl)C(=O)NN=C(c1ccccc1)c1ccccc1 (stereo not given)	-3%	-14%	0%	-10%	-1%	-3	0%	4	0.1%	1%	0%
CCOc1ccccc1NC(=O)c1ccc(C(=O)Nc2ccccc2OCC)nc1	-3%	11%	0%	-28%	2%	0	15%	-5	-1.0%	5%	-1%
COCCCN1CN=C(Nc2nc3ccccc3o2)NC1	-2%	36%	-5%	-16%	10%	1	-2%	6	0.1%	4%	-3%
CCOc1ccc(CCNc2ccc3nnc(-c4ccccc4)n3n2)cc1OCC	3%	0%	?	2%	-1%	0	-3%	-9	-0.4%	·	-7%
O=C(Cc1ccccc1)Nc1ccc(N2CCOCC2)cc1	-4%	?	?	-2%	-10%	1	0%	-20	-0.1%	1%	1%
CCOCCCNC(=O)/C(C#N)=C/c1cc(C)c(O)c(C)c1	0%	4%	-9%	3%	0%	-2	3%	7	-0.3%	7%	5%
CCOC(=O)c1ccccc1NC(=O)/C=C/C(=O)O	0%	-8%	4%	-13%	7%	7	7%	-15	-1.0%	1%	-2%
NNC(=O)C1=NOC2COC3(CCN(c4ncccn4)CC3)OCC12 (stereo not given)	-7%	-3%	-9%	5%	0%	0	1%	8	0.1%	-3%	-6%
Cc1ccc(-n2ncc3c(=O)n(CC(=O)NC4CCCCC4)cnc32)cc1C	-6%	-1%	0%	6%	5%	1	2%	9	0.6%	5%	-1%
Cc1cc(C(=O)COC(=O)CC(NC(N)=O)c2ccc(Cl)cc2)c(C)n1C (stereo not given)	0%	-1%	5%	·	·	·	3%	-5	0.2%	·	-1%
CCCNc1nc(N)nc(-c2cc(Cl)ccc2OC)n1	-4%	-26%	0%	3%	0%	3	1%	-13	-0.2%	4%	0%
CC(=O)c1c(O)cc2n(c1=O)-c1ccc(Cl)cc1C2(C)C	3%	27%	-2%	13%	-2%	2	13%	8	-2.4%	1%	-1%
O=C(CCC(=O)N1CCN(c2ccc(O)cc2)CC1)c1ccc(Br)cc1	·	·	?	·	-3%	2	·	·	-1.0%	5%	-20%
c1ccc(Cn2nnc(-c3ccccc3)n2)cc1	-9%	10%	?	-12%	1%	0	-3%	1	-0.3%	-2%	1%
